Compound activity (PubChem)
AmpC inh detg = inhibitors of E. coli AmpC beta-lactamase with detergent; Potency, µM (doses to about 114 µM), without a hit: top-dose activity change, negative = inhibition, actives largely listed as inhibitors; AID 485294; AmpC hydrolysis of nitrocefin, absorbance 480 nm, 0.01% Triton; P00811; 370,000 tested, 0.041% active;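 note: potency is the fitted concentration of half-maximal effect; 0% = no-compound wells and -100% = no-enzyme wells; nearly all actives have a fitted effect of over 25% in size; some results filed as inactive show a strong effect at the top dose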
Target sequence (P00811 whole entry, looked up): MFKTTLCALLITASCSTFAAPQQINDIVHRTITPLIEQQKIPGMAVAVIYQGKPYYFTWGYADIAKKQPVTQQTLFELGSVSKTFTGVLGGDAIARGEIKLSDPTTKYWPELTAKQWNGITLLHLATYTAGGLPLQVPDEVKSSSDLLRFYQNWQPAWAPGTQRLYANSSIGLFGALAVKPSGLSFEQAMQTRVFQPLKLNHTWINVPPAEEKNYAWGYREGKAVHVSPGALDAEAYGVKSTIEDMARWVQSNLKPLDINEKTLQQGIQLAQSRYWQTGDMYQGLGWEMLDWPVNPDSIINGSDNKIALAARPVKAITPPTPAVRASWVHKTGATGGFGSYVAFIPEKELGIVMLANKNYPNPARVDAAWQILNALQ
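AmpC (5.3 nM in the dispensed reagent) in 20 mM phosphate pH 7.0 with 0.01% (detergent screen) or 0.0001% Triton X-100 was preincubated with compounds for 15 min at room temperature. Nitrocefin was then added from an 800 uM solution, and hydrolysis was followed at 480 nm.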
Giardia FBPA inh = blocks Giardia fructose-bisphosphate aldolase activity. A8B2U2. purified Giardia FBPA. Potency, µM (titrated, usually from 59.6 µM), for inactives: at the highest dose activity, negative = inhibition, hits mostly inhibitors. 290,000 tested, 0.71% active; note: potency is the fitted concentration of half-maximal effect; nearly all actives have a fitted effect of over 55% in size
Target sequence (A8B2U2 whole entry, looked up): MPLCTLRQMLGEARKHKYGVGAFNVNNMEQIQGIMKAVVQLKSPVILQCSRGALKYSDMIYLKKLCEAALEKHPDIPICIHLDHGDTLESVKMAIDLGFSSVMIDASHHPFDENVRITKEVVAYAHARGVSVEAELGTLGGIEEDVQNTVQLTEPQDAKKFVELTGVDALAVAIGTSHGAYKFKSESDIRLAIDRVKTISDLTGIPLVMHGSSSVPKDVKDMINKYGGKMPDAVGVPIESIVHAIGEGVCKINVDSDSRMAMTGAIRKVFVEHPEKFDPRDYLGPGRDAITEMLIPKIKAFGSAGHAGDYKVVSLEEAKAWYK
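Giardia FBPA (40 nM reagent) was preincubated 10 min at RT with compound (up to 57.5 uM final), then substrate plus GAPDH/TPI/NAD/arsenate coupling system with diaphorase/resazurin was added; resorufin fluorescence (525/598 nm) was read after 20 min.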
AmpC inh no detg = inhibitors of E. coli AmpC beta-lactamase without detergent. P00811. AmpC nitrocefin hydrolysis, absorbance 480 nm, 0.0001% Triton. Potency, µM (doses to about 57.1 µM), without a hit: at the highest dose activity change, negative = inhibition, most hits filed as inhibitors. 330,000 tested, 0.52% active. AID 485341;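 note: potency is the fitted concentration of half-maximal effect; plate controls were no compound for no effect and no enzyme for full effect; nearly all actives have a fitted effect of over 20% in size; some results filed as inactive show a strong effect at the top dose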
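AmpC (5.3 nM in the dispensed reagent) in 20 mM phosphate pH 7.0 with 0.01% (detergent screen) or 0.0001% Triton X-100 was preincubated with compounds for 15 min at room temperature. Nitrocefin was then added from an 800 uM solution, and hydrolysis was followed at 480 nm.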
HCMV antiviral = inhibitors of human cytomegalovirus; HFF cells, HCMV-luciferase reporter, 72 h; stronger effect = lower value; activity change, negative = inhibition, % at 57.5 µM; 410,000 tested, 4.5% active; in the data active = activity change below about -60%; inconclusive = no clear call, values can overlap the other calls; inactive = above about -39%
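Screen run at 2 compound doses on HFFs infected with reporter HCMV, MOI 1 PFU/cell. Luciferase activity from cell lysates at 72 h post infection gave inhibition relative to buffer-only and Salinomycin wells.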
Sm TGR block = blocks Schistosoma mansoni thioredoxin glutathione reductase; Q962Y6; purified TGR, DTNB reduction, TNB absorbance 405 nm; Potency, µM (titrated, usually from 114 µM), for inactives: at the highest dose activity change, negative = inhibition, most hits filed as inhibitors; 360,000 tested, 3% active; AID 485364; note: potency is the fitted concentration of half-maximal effect; nearly all actives have a fitted effect of over 60% in size
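First, TGR (20 nM dispensed) and NADPH were mixed with compound. Second, a 15 min room-temperature incubation followed. Third, further NADPH and then DTNB were added to start the reaction. Finally, TNB absorbance was monitored kinetically.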
AMA1-RON2 inh = AMA1-RON2 (P. falciparum) interaction inhibition; AlphaScreen AMA1-biotinylated RON2 peptide binding; Potency, µM (top dose mostly 58.2 µM), for the others: at the top dose activity change, negative = inhibition, usual class: inhibitors; 360,000 tested, 0.2% active;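 note: potency is the fitted concentration of half-maximal effect; 0% = vehicle wells and -100% = peptide control; nearly all actives have a fitted effect of over 45% in size; some results filed as inactive show a strong effect at the top dose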
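AMA1 (3D7) with his tag at 25 nM final met compounds first, then biotinylated RON2 peptide at 25 nM; detection used donor plus acceptor beads, 10 µg/mL apiece, read by AlphaScreen after 30 min at room temperature.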
Starred values were filed as active, the others as inactive; ? = inconclusive; nt = no result given; [ ] = dose if it differs, or a comment. Unless noted, calls come from the whole dose curve; as a rule, active = well fitted curve in the direction sought with a large enough effect; inconclusive = small, poorly fitted or top-dose-only effect, or another doubt; inactive = no such curve, though single readings can be large; an effect the other way counts as inactive or inconclusive. Unless noted, % is set by controls: 0 for no effect and ±100 for the full control effect.

Values in the order: AmpC inh detg	Giardia FBPA inh	AmpC inh no detg	HCMV antiviral	Sm TGR block	AMA1-RON2 inh
Cc1cc(OC(=O)N(C)C)nc2c1c(C)nn2C
→ -9.2%	3.7%	-6.3%	71.9	14.4%	4.5%
O=C(CC(O)(c1ccccc1)C(F)(F)F)c1cccs1 (stereo not drawn)
→ 0.5%	1.0%	-11.1%	-9.0	-32.3%	39.5%[activator]
Cc1ccc(N2CC(c3nc4ccccc4[nH]3)CC2=O)c(C)c1 (stereo not drawn)
→ ?	-3.1%	-16.3%	-29.0	3.4%	4.5%
CCCC(=O)Nc1ccccc1NC(C)=O
→ -3.9%	10.4%	0.7%	34.1	-5.5%	2.7%
Fc1ccc(-c2ccc(/C=N/n3cnnc3)o2)cc1
→ -0.1%	1.1%	-17.8%	-4.7	0.0%	0.0%
Cc1cc(C)nc(NC(=O)C(C)C)n1
→ -14.9%	-12.6%	-6.3%	-14.2	10.1%	2.8%
CCN(CC)C(=O)C1CCN(CC2CC=CCC2)CC1 (stereo not drawn)
→ 3.0%	?	1.3%	10.4	0.6%	0.2%
O=C(Nc1ccc2c(c1)OCCO2)N1CCN(c2ccccc2)CC1
→ -0.8%	-1.7%	-9.2%	-4.1	-1.2%	3.9%
CCOc1ccc(CCNC(=O)COC(=O)COc2ccc(C#N)cc2)cc1OCC
→ ?	nt	6.6%	0.0	-0.8%	-12.6%[11.6 µM]
CC(=O)Oc1ccc(/C(C)=N/N2CCN(Cc3ccc(C)cc3)CC2)cc1
→ -15.7%	5.4%	-17.0%	15.0	-18.8%	-12.1%
CCCn1c(SCc2nc(-c3ccccc3C)no2)nnc1-c1ccc(Cl)cc1
→ 10.6%	nt	nt	-8.7	0.3%	nt
CCCCC(c1nnnn1CCOC)N1CCN(C)CC1 (stereo not drawn)
→ -10.5%	-13.6%	-4.3%	5.4	-16.1%	7.0%
Cc1ccnc(SCC(=O)N2CCN(c3cccc(Cl)c3)CC2)n1
→ 0.4%	-0.7%	66.8%[activator]	43.7	4.8%	-9.0%
O=C(NCc1ccco1)C1CCN(C(=O)c2ccc(Cl)cc2)CC1
→ 1.3%	nt	6.7%	-10.1	-10.8%	-7.2%
Cc1ccc(S(=O)(=O)N2CCN(C(=O)c3cc(-c4cccs4)nn3-c3ccccc3)CC2)cc1
→ -0.9%	nt	-0.4%	-1.7	3.6%	-3.2%
Cc1cccc2c1-c1sc(C(=O)N(C)c3cccc(Cl)c3)cc1CO2
→ -1.7%	nt	nt	14.5	-3.5%	nt
C=C(C)COc1ccc(-c2ncnc(C(F)(F)F)c2-c2ccc(OC)cc2)c(O)c1
→ 0.7%	-6.3%	-25.8%	3.8	-11.1%	-5.4%
Cc1ccc(C)c(NS(=O)(=O)c2ccc(OCC(=O)NCC3CCCO3)cc2)c1 (stereo not drawn)
→ -5.4%	0.9%	24.8%	-23.1	2.9%	-2.3%
c1ccc2c(c1)SCc1nnc(-c3ccncc3)n1-2
→ -7.0%	0.9%	-11.8%	6.7	16.6%	-3.6%
CCC(=O)NCCn1c(C)cc2ccccc21
→ ?	-17.8%	74.3%[activator]	nt	-35.7%	-11.6%
CCOC(=O)N1CCC(NC(=O)C2CCCN(S(=O)(=O)c3ccc4c(c3)oc(=O)n4C)C2)CC1 (stereo not drawn)
→ -1.5%	1.0%	-9.4%	-62.8*	-6.9%	9.7%
Cc1ccc[n+](-c2nc([O-])sc2/C=N/Nc2ccc([N+](=O)[O-])cc2)c1
→ -0.9%	-2.2%	-32.3%	8.2	-0.3%	-0.1%
Cc1cc(NC(=O)NCc2ccccc2)c(=O)n(Cc2ccc(F)cc2)c1
→ -9.8%	?	-5.8%	2.0	3.7%	-5.0%
O=C(CSc1ccc2nnc(-c3ccccn3)n2n1)Nc1ccccc1
→ 1.5%	2.3%	-8.9%	-8.8	9.9%	-15.7%
Cc1ccc(C(=O)C2(C)C3c4cc(Br)ccc4OC(=O)C32C(=O)c2ccco2)cc1 (stereo not drawn)
→ ?	1.2%	-39.6%	-36.0	-3.5%	-3.8%
CCn1c(SCC(=O)c2ccc(OC)cc2)nnc1C(C)NC(=O)c1ccc(OC)cc1 (stereo not drawn)
→ -4.5%	-10.0%	-3.8%	9.3	-10.7%	-1.5%
CCC(C)NC(=O)CN(c1cc(C)cc(C)c1)S(=O)(=O)c1c(C)[nH]c(=O)[nH]c1=O (stereo not drawn)
→ -7.0%	5.0%	-11.0%	-20.7	9.3%	16.0%
CCc1nc(=O)c(-c2ccccc2)c(C)n1-c1ccccc1
→ -9.8%	11.7%	-15.2%	-24.0	-4.8%	32.9%[activator]
Cc1ccc(NS(=O)(=O)c2ccc(NC(=O)N3CCCC3)cc2)cc1C
→ 5.9%	nt	nt	15.1	-2.4%	nt
Cc1ccc(OCCC(=O)N(Cc2ccccc2)c2c(N)n(Cc3ccccc3)c(=O)[nH]c2=O)cc1
→ ?	nt	-26.2%	-81.1*	16.5%	-3.6%
COc1cccc(C(=O)CSc2nnc(-c3ccco3)n2CC2CCCO2)c1 (stereo not drawn)
→ 2.0%	0.5%	-5.0%	-10.4	?	-7.3%
COc1ccc(/C=N\N=C2/SC(CC(=O)O)C(=O)N2c2ccc(O)cc2)cc1OC (stereo not drawn)
→ -12.7%	5.5%	-19.7%	-16.0	0.4%	7.8%[2.32 µM]
Nc1nc(-c2cc3ccccc3o2)cs1
→ -4.5%	-1.0%	-38.5%	11.9	-12.6%	-3.5%
CN(C)c1ccc(-c2nc3cnccn3c2Nc2ccc3c(c2)OCCO3)cc1
→ 7.8%	-5.4%	84.1%[activator]	-8.2	-0.3%	?
Cc1ccc([N+](=O)[O-])c(C(=O)N/N=C/c2cccs2)c1
→ 0.7%	-0.8%	-23.6%	-29.3	-4.1%	32.3%[activator]
COc1ccc(Cn2c(=O)cc(C)[nH]c2=S)cc1
→ 5.9%	4.6%	-6.7%	-6.1	3.9%	-4.1%
CCN(CC)CCOC(=O)C1(C2CCCCC2)CCCCC1
→ -10.2%	-3.9%	48.5%	-4.7	-15.0%	0.0%
COc1ccc2c(c1)[nH]c1c(=O)n(CCC3=CCCCC3)cnc12
→ -14.7%	-2.2%	-20.6%	4.7	8.5%	2.9%
Cc1cccc(NC(=O)COC(=O)CC2CCCC2)c1C
→ 0.0%	nt	-6.0%	-13.4	-1.4%	-5.2%
CCn1c(SCc2nc3ccccc3[nH]2)nnc1-c1ccccc1OC
→ ?	2.6%	-11.1%	-15.7	-4.0%	-0.6%
Cc1c(C(=O)Nc2cccc(Cl)c2)cn2c(nc3ccccc32)c1C#N
→ -2.2%	7.1%	-36.6%	-13.1	0.6%	6.7%
CC(OC(=O)Cc1cccc(C(F)(F)F)c1)C(=O)Nc1ccc(Cl)cn1 (stereo not drawn)
→ -7.4%	nt	-15.5%	10.9	-20.3%	8.5%
Cc1ccc(C(=O)N2CCCCC2)cc1S(=O)(=O)N1CCCCCC1
→ -3.8%	nt	18.6%	8.5	0.3%	-7.0%
CCN(CC)c1ccc(/C=N/NC(=O)c2cnccn2)c(O)c1
→ -4.2%	10.1%	12.9%	-98.7*	-6.5%	50.3%[activator]
CCn1ncc(Cl)c1C(=O)NC(=S)Nc1c(C)cc(C)cc1[N+](=O)[O-]
→ -0.3%	?	-31.1%	-9.4	-6.8%	27.6%
CCc1n[nH]c(=S)n1/N=C/c1cc(Br)c(OC)cc1OC
→ -13.5%	20.8%	-15.4%	1.1	1.4%	24.5%
O=C(CSc1cnc2ccccc2n1)c1ccc(F)cc1
→ -9.9%	-4.1%	-20.8%	2.9	-10.2%	55.0%[activator]
COc1ccc(-n2c(-c3ccccc3[N+](=O)[O-])nc3ccccc3c2=O)cc1
→ 4.3%	-3.7%	19.3%	?	-8.3%	-2.4%
CC(Oc1cccc(Br)c1)C(=O)N1CCCN(C)CC1 (stereo not drawn)
→ -4.0%	nt	25.7%	12.9	-0.9%	22.8%
Cc1ccc2cc(CN(CC(C)C)S(=O)(=O)c3ccccc3)c(=O)[nH]c2c1
→ -6.6%	14.2%	-17.2%	nt	-19.2%	12.1%
O=[N+]([O-])/C=C/c1cn(Cc2ccc(Cl)cc2)c2ccccc12
→ -9.7%	-0.9%	-43.3%	-38.7	-7.0%	?
CCCCn1c(N)c(S(=O)(=O)c2ccc(C)cc2)c2nc3ccccc3nc21
→ ?	-11.4%	-35.4%	nt	-12.2%	20.2%
CC(=O)C(Sc1ccc2nnc(-c3cccnc3)n2n1)C(C)=O
→ -2.3%	?	-16.5%	-29.6	-0.7%	-11.1%
CCCc1cc(SCC(=O)Nc2c(C)n(C)n(-c3ccccc3)c2=O)n2c(nc3ccccc32)c1C#N
→ -2.6%	?	-16.2%	96.8	1.78µM*	-3.0%
O=Cc1cn(-c2ccccc2)nc1-c1ccccn1
→ 6.9%	4.3%	-14.1%	-27.0	9.5%	0.0%
O=C(Nc1c(C(=O)N2CCCC2)cnn1-c1ccccc1)c1cccc(F)c1
→ -6.1%	0.3%	-19.4%	28.3	-7.1%	-1.7%
Cc1nc(-c2ccccn2)sc1C(=O)Nc1ccc(Cl)c(Cl)c1
→ 3.7%	-0.5%	-20.6%	36.3	21.8%	15.2%
CC1CCN(C2=NC(=O)/C(=C/c3ccc(O)cc3)S2)CC1
→ 5.3%	0.4%	-40.5%	59.6	-4.8%	39.1%[activator]
COC(=O)[C@H](Cc1ccccc1)NC(=O)NCCC1=CCCCC1
→ -3.7%	1.5%	7.5%	-8.4	-11.9%	2.1%
CCOc1ccc(S(=O)(=O)NCCC(=O)NC2=NCCS2)cc1
→ -16.5%	-0.9%	-26.7%	-11.9	-28.5%	6.1%

The results go on.
Values in the order: AmpC inh detg	Giardia FBPA inh	AmpC inh no detg	HCMV antiviral	Sm TGR block	AMA1-RON2 inh
CN1CCN(S(=O)(=O)c2ccccc2)C(c2ccccc2)C1 (stereo not drawn)
→ nt	nt	1.8%	3.2	nt	-1.0%
Cc1occc1C(=O)N1CCN(c2ccccc2)CC1
→ ?	0.8%	3.1%	-26.8	-14.8%	-10.8%
O=S1(=O)N=C(N2CCc3ccccc3C2)c2ccccc21
→ -0.6%	25.8%	-23.4%	-13.9	-0.9%	-7.1%
Cc1ccc(NC(=O)C(=O)NCC(c2cccnc2)N2CCN(C)CC2)cc1 (stereo not drawn)
→ 26.7%	nt	nt	-14.5	3.5%	nt
Cc1ccc(NC(=O)c2oc3ccc4c(c3c2C)C(=O)CC(C)(C)O4)c(C)c1
→ 1.1%	nt	nt	40.6	6.6%	nt
O=C1CSC2N1CCNC21CCCCC1 (stereo not drawn)
→ -10.3%	2.6%	-29.0%	29.6	8.0%	1.2%

Some of the entries so far, with bars between the fields.
Compound | AmpC inh detg | Giardia FBPA inh | AmpC inh no detg | HCMV antiviral | Sm TGR block | AMA1-RON2 inh
COc1ccc(-n2c(-c3ccccc3[N+](=O)[O-])nc3ccccc3c2=O)cc1 | 4.3% | -3.7% | 19.3% | ? | -8.3% | -2.4%
CCCn1c(SCc2nc(-c3ccccc3C)no2)nnc1-c1ccc(Cl)cc1 | 10.6% | nt | nt | -8.7 | 0.3% | nt
